Screening results deposited in PubChem by several laboratories.
FAS-TE inh – FAS thioesterase domain inhibitors, primary screen, biochemical, fluorescence intensity, uHTS; Fatty acid synthase (Homo sapiens), P49327; recombinant FAS-TE, OMFH fluorogenic substrate, fluorescence endpoint; inhibition, % at 15 µM; hit rate 0.67% among 360,000; AID 602261, 2012;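 active = compounds whose normalised, plate-corrected inhibition of enzyme fluorescence in the single-dose primary screen is 50% or more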;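 also: 0% = DMSO with enzyme and 100% = substrate without enzyme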
Rpn11 block – Rpn11 (PSMD14) deubiquitinase inhibitors, primary screen, biochemical, fluorescence polarization, uHTS | human 26S proteasome, Ub4-pepOG fluorescence polarization; 20S core pre-blocked with epoxomicin | calls only at 20 µM | AID 588493, 2011 | hit rate 0.59% among 360,000;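 active = inhibition at 20 µM, scaled to each plate's controls, above about 33%, limit read from the data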
MsrA inh – bovine MsrA enzyme inhibitors, primary screen, biochemical, absorbance, HTS. hit rate 0.75% among 360,000. Methionine sulfoxide reductase A (Bos taurus). inhibition, % at 15.5 µM. purified bovine MsrA, absorbance read-out; in the data active = inhibition above about 4.5%;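 also: 0% = vehicle wells with enzyme and 100% = reference inhibitor wells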
Rin1-Abl PPI inh – inhibitors of Rin1-Abl protein binding, primary screen, biochemical, TR-FRET; AID 588664, 2011; inhibition, % at 7.35 µM; Tyrosine-protein kinase ABL1 (Homo sapiens) + Ras and Rab interactor 1 (Homo sapiens), …; hit rate 0.4% among 360,000; in the data active = inhibition above about 5%, passing the limit was not always enough
CSN inh – inhibitors of CSN-mediated cullin deneddylation, primary screen, biochemical, fluorescence polarization, uHTS; COP9 signalosome complex subunit 5 (Homo sapiens), Q92905; inhibition, % at 12.5 µM; hit rate 0.38% among 360,000; Purified CSN, SCF-Nedd8-OG deneddylation;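 active = pattern-corrected inhibition above about 35%, with an unprinted fluorescence ratio check between 0.5 and 1.5, limit read from the data, passing the limit was not always enough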;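 also: 0% = enzyme with substrate and 100% = substrate without enzyme; some results filed as inactive read as strong as hits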
Target sequence (Q92905 whole entry, looked up, one chain of several): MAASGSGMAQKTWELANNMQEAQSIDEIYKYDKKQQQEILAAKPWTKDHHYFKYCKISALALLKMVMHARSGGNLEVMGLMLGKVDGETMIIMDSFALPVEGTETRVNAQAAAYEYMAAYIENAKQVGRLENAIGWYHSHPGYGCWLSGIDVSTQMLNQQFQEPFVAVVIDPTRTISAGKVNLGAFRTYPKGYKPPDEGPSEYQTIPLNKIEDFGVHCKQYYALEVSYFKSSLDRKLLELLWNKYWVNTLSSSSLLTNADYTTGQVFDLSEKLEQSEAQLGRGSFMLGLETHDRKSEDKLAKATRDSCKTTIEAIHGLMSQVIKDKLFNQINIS
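Test system: Human Csn5 produced in HEK293T cells | Compound: 12.5 µM single point | Times: 90 min, room temperature | Signal: Fluorescence polarization readout | Read-out basis: % inhibition of substrate cleavage by Csn5 | Controls: no-enzyme wells high, enzyme-with-substrate wells low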
PABP1 MLLE inh – inhibitors of PABP1 MLLE–PAM2 peptide binding, primary screen, biochemical, fluorescence polarization, FITC-PAM2, GST-MLLE. Polyadenylate-binding protein 1 (Homo sapiens), P11940. inhibition, % at 20 µM. hit rate 0.36% among 360,000. AID 588489, 2011; in the data active = inhibition above about 35%, passing the limit was not always enough;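 also: plate controls were DMSO wells with GST-MLLE for no effect and wells lacking GST-MLLE protein for full effect; some results filed as inactive read as strong as hits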
MT1-MMP act inh – blockers of MT1-MMP proenzyme processing, primary screen, HT1080 RFP-PRO-GFP cells, GFP/RFP fluorescence; Matrix metalloproteinase-14 (Homo sapiens), P50281; GFP/RFP ratio fluorescence, overnight; percent of plate control window, DMSO zero; GFP/RFP ratio change, % at 20 µM; hit rate 0.061% among 360,000; AID 651647, 2012;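 active = GFP/RFP ratio change of at least 30% with cell ATP level not reduced by more than half and red fluorescence within 50% of control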; also: strong numbers were not always called active
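Assay system: HT1080 cells carrying an RFP-PRO-GFP reporter | Dosing: Single dose of 20 µM compound, 1% DMSO final | Incubation: Cells overnight before dosing, compound overnight, 37 °C, 5% CO2 | Evaluation: GFP/RFP fluorescence ratio | Control set: DMSO and RFP-L50D-GFP cell wells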
E coli Lon inh – inhibitors of E. coli Lon protease, primary screen, biochemical, fluorescence polarization; inhibition, % at 7.94 µM; hit rate 0.42% among 360,000; P0A9M0; purified E. coli Lon protease; in the data active = inhibition above about 13%, passing the limit was not always enough;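 also: 0% = enzyme with probe and DMSO and 100% = no enzyme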
Target sequence (P0A9M0 whole entry, looked up): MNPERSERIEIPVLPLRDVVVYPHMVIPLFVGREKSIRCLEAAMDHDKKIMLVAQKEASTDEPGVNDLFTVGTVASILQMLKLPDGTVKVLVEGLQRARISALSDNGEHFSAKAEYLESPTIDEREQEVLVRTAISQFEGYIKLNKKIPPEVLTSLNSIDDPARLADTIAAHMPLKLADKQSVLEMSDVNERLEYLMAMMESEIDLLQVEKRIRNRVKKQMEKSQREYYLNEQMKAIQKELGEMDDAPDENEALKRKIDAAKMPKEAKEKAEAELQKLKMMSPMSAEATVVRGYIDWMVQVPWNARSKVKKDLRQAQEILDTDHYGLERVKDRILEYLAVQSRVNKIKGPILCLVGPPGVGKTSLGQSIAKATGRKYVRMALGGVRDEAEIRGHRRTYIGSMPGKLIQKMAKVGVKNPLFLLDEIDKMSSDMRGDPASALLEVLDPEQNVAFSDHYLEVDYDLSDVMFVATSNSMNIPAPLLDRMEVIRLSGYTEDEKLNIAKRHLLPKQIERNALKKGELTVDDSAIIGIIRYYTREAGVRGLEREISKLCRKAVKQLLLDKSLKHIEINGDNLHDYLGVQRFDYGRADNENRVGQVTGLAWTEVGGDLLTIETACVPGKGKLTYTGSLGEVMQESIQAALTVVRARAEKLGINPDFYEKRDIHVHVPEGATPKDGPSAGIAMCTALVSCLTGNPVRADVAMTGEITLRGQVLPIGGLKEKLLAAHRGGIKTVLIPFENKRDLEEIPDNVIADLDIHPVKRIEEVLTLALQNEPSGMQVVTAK
MsrA act – bovine MsrA enzyme activators, primary screen, biochemical, absorbance, HTS | Methionine sulfoxide reductase A (Bos taurus) | purified bovine MsrA, absorbance read-out | activation, % at 10.6 µM | hit rate 0.3% among 360,000; in the data active = activation above about 7.5%;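 also: 0% = vehicle and 100% = reference activator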
* hit, by the source's call; i = inactive; · = no result given.

SMILES	FAS-TE inh	Rpn11 block	MsrA inh	Rin1-Abl PPI inh	CSN inh	PABP1 MLLE inh	MT1-MMP act inh	E coli Lon inh	MsrA act
O=C(NCCCNC(=O)c1ccc(Cl)cc1Cl)c1ccco1	-4	i	-0.5	1	-2	3	2	5	0
O=C(Cc1ccccc1)NCC1COc2ccccc2O1 (configuration not stated)	-6	i	1.8	3	5	2	-5	-1	-12
Cc1ccc(S(=O)(=O)NCCC(=O)NCC(c2cccs2)N2CCOCC2)cc1 (configuration not stated)	-2	i	-1.8	3	1	7	-1	4	-8
CC(NC(=O)c1sc2cc([N+](=O)[O-])ccc2c1Cl)C(C)(C)C (configuration not stated)	-1	i	-0.2	0	1	35	2	16	-6
Cc1ccccc1CSc1nnc(-c2ccco2)n1Cc1ccco1	5	i	-0.1	-1	1	-21	-1	-12	-2
Cc1ccc(-c2nc3ccc(Cl)cn3c2CC(C)(C)C)cc1	10	i	1.3	0	0	-14	-3	-7	-11
Cc1ccc(S(=O)(=O)N2CCN(S(=O)(=O)N3CCC(C)CC3)CC2)cc1C	-11	i	0.7	-1	0	18	1	-1	-3
NC1=NC[C@H](c2ccccc2)N1CCCCC1CCCCC1	-142	i	-0.9	2	2	2	-8	8	0
O=C(O)c1ccc(N2CCCS2(=O)=O)cc1	-2	i	0.3	3	-1	-6	4	0	2
CC(C)c1ccc(NC(=O)C2CCN(S(=O)(=O)c3ccc4c(c3)NC(=O)CO4)CC2)cc1	11	i	0.9	0	-1	9	4	1	0
COc1ccc(CN(CCCN2CCOCC2)C(=O)Nc2ccccc2)cc1OC	-1	i	0.7	0	-3	2	4	-1	-3
CCCCNC(=O)C1(C)CCN1C(=O)c1cc(F)ccc1C (configuration not stated)	-7	i	0.3	2	0	-15	1	1	-1
CCN(CC)C(=O)COc1coc(CN2CCN(c3ccc(F)cc3)CC2)cc1=O	-5	i	-0.3	7	1	7	1	6	-2
COc1ccc(OCCNc2c([N+](=O)[O-])c(=O)oc3ccccc23)cc1	34	i	1.0	-2	-14	8	0	-4	-2
Cc1cc2ncn(N)c2cc1C	-3	i	0.7	-1	2	-1	-5	-1	-1
Cn1c(SCC(=O)N/N=C/C=C/c2ccccc2[N+](=O)[O-])nc2ccccc21	32	i	-0.3	-4	-4	5	-1	3	-4
CN(c1ccc(C(=O)N2CCCCCC2)cc1)S(=O)(=O)c1ccccc1	1	i	0.0	1	-3	-3	-2	-5	-3
COc1ccccc1/C=N/NC(=O)C(C)Cn1cnc2ccccc21 (configuration not stated)	-1	i	0.8	2	3	5	-1	-6	-2
CCc1nc2ccc(C(=O)N3CCN(S(=O)(=O)CC)CC3)cn2c1N(C=O)CCC(C)C	-6	i	2.0	2	1	-4	0	-7	-2
COC(=O)Cc1c(C)c2ccc(OCC(=O)N3CCOCC3)cc2oc1=O	-4	i	1.8	1	-4	0	1	-4	-12
CC(C)CN(C(=O)COC(=O)c1ccccc1SCC(=O)N1CCCC1)C1CCS(=O)(=O)C1 (configuration not stated)	-1	i	0.6	2	-3	9	10	16	-8
COc1ccc(-c2nc3ccc(Cl)cn3c2Cc2ccccc2C(F)(F)F)cc1OC	8	i	-0.2	4	5	-29	2	-10	-8
COc1ccc(OC(=O)OCc2ccccc2)cc1	3	i	0.0	-2	-1	-13	1	-10	-3
COc1cccc(CN2C(=O)[C@@H]3Cc4c([nH]c5ccccc45)C(C)(C)N3C2=O)c1	16	i	0.0	1	5	-12	3	4	-12
COc1ccc(C(C(=O)NC2CCCCC2)N(C(=O)CCl)c2ccc(OC)cc2)cc1 (configuration not stated)	2	i	·	4	2	2	-8	1	-3
Other compounds follow.
SMILES	FAS-TE inh	Rpn11 block	MsrA inh	Rin1-Abl PPI inh	CSN inh	PABP1 MLLE inh	MT1-MMP act inh	E coli Lon inh	MsrA act
CCn1c(SCC(=O)Nc2ccc3[nH]c(=O)[nH]c3c2)nnc1-c1ccccc1	-7	i	2.3	1	3	-8	-2	-6	-4
CCC1CCCCN1C(=O)CSc1nc(N)c(NC(=O)c2ccco2)c(=O)[nH]1 (configuration not stated)	-1	i	3.0	-1	1	7	-1	5	0
CC(C)COc1ccc(C(=O)OCC(=O)NCc2cccs2)cc1	1	i	-0.2	6	7	5	8	3	-1
COc1ccc(C(=O)Nc2ccc(C)c(S(=O)(=O)N3CCOCC3)c2)cc1S(=O)(=O)N1CCCC1	7	i	0.3	1	0	-12	-3	-5	-3
COc1ccc(Br)cc1CN1CCN(Cc2c[nH]c3ccccc23)CC1	7	i	0.2	1	6	8	2	0	-1
CCOc1ccccc1Nc1cc2n(c(=O)n1)CCc1cc(OC)c(OC)cc1-2	-3	i	6.9*	-1	-1	-3	-1	-6	-1
Cc1ccccc1CC(=O)Nc1cc(C(C)(C)C)on1	2	i	-1.1	2	3	4	-2	-3	0
CCC(=O)Nc1ccc(C(=O)COC(=O)C(CCSC)NC(=O)COc2ccccc2)cc1 (configuration not stated)	2	i	-0.6	7	4	-8	-4	-1	-4
CSc1nsc(SCC(=O)NCc2ccc(C)cc2)n1	3	i	0.5	-1	3	6	-2	-9	-1
Cc1cccc(-n2c(CCn3nc(C)c([N+](=O)[O-])c3C)n[nH]c2=S)c1	-2	i	1.8	1	4	6	-4	-15	-3
COc1nc(C)ccc1-c1noc(-c2cccs2)n1	4	i	1.2	-2	3	-2	-3	21	-7
CCOC(=O)Nc1ccc2nc(N3CCCCCC3)sc2c1	4	i	0.8	-2	-4	-10	1	5	-6
CC(C)=NN1C(c2nonc2N)=NOC1(C)C	-5	i	-0.9	4	1	-9	8	-15	-8
O=C(c1ccc2nc[nH]c2c1)N1CCN(c2cccc(C(F)(F)F)c2)CC1	-12	i	0.1	4	-3	-9	1	-17	-8
C=CCN1C(=O)C(C)S/C1=N\S(=O)(=O)c1ccc(Cl)cc1 (configuration not stated)	-3	i	0.3	1	-18	-8	3	6	-9
CC1(C)CC(CC(=O)Nc2ccccc2[N+](=O)[O-])C(=O)O1 (configuration not stated)	-14	i	-0.5	-4	-3	-26	-7	7	-3
CC(=O)Nc1cccc(-c2cc(NC(C)=O)c3ncc(-c4cccc(C(F)(F)F)c4)n3c2)c1	11	i	-1.0	-3	6	-3	-7	-32	2
CC1Oc2ccccc2N(CC(=O)NCCc2ccccc2)C1=O (configuration not stated)	-3	i	0.5	2	1	5	3	0	0
CNC(=O)C[C@@H]1C(=O)N(c2ccc(OC)cc2)CC1(C)C	-10	i	-0.4	-3	4	-14	4	-4	-7
O=C(O)c1ccc(-c2nc3ccccc3[nH]2)cc1	-4	i	0.7	0	-1	6	6	1	-3
COC(=O)c1ccc(Sc2ccc(F)cc2)c(N)c1	17	i	·	-1	-2	30	-1	-6	-2
COc1ccc(C(=O)NCCc2cn3ccc(C)cc3n2)cc1	-6	i	0.7	1	-4	-8	1	0	0
O=C(Cn1cnc2c(nnn2Cc2ccc(Cl)cc2)c1=O)NCc1ccco1	0	i	-0.1	0	3	-2	1	-1	-8
NC(=O)CS(=O)(=O)c1nc2ccccc2n1CC(=O)N1CCCCC1	-6	i	-1.0	-1	0	5	3	-1	1
CCCN(C(=O)CCNC(=O)Cn1cnc2ccccc2c1=O)c1cccc(C)c1	1	i	-0.9	3	-2	-8	1	6	1
More structures
SMILES	FAS-TE inh	Rpn11 block	MsrA inh	Rin1-Abl PPI inh	CSN inh	PABP1 MLLE inh	MT1-MMP act inh	E coli Lon inh	MsrA act
O=c1cnnc(N/N=C/c2cccs2)[nH]1	-3	i	4.6*	-5	0	-1	-2	-1	-4
O=C(CN1CCN(c2nc(-c3ccc(F)cc3)cs2)CC1)Nc1ccc2c(c1)OCO2	23	i	2.1	2	-2	30	3	-7	-7
CC1(C)CCCC2(C)C1CCC1(C)OC(=O)CCC12 (configuration not stated)	17	i	0.8	1	-3	-2	2	-5	4
COc1cc(NC(=O)CCn2c(=S)oc3ccccc32)cc(OC)c1OC	-2	i	0.3	2	-3	-9	16	4	-4
COc1ccc(CCN2C(=O)CC(NNC(=O)c3ccccc3Br)C2=O)cc1OC (configuration not stated)	-6	i	0.4	-3	-7	8	-4	-6	-1
C[C@]12CC[C@@H]3c4ccc(O)cc4CC[C@H]3[C@@H]1CCC2=O	2	i	2.3	2	1	-3	9	6	-7
Cc1c(CN(C)C(=O)/C=C/c2ccc([N+](=O)[O-])cc2)cnn1C	1	i	2.1	-2	0	8	5	34	-5
NCC(=O)c1cccc2ccc[n+]([O-])c12	-5	i	-0.1	-2	-1	5	-1	5	-4
COc1ccc(OC)c(NC(=O)CCN2CCN(CCO)CC2)c1	-5	i	0.8	-1	0	6	-2	5	-2
O=C(/C=C/c1ccc(Cl)cc1)NC(=S)Nc1ccc(NC(=O)c2ccco2)cc1	-4	i	-0.4	1	-1	30	-13	1	-8
Cn1nnnc1SCCNC(=O)C1CCC(=O)N(CCc2cccc(F)c2)C1 (configuration not stated)	-7	i	0.2	-2	6	-9	-4	5	-2
COc1ccc(C=O)cc1CN1CCCN(Cc2ccccc2F)S1(=O)=O	17	i	-0.4	5	1	-5	0	-1	4
Cc1ccc(C)c(CNc2ccc(S(=O)(=O)N3CCCCC3)cc2)c1	28	i	0.2	-1	0	-2	-11	4	-7
Cc1ccc(NC(=O)CCS(=O)(=O)c2cc3c(cc2Cl)NC(=O)CO3)cc1	-4	i	1.1	-3	-4	15	0	-4	-3
CC(=O)/C(N=Nc1cccc(C(F)(F)F)c1)=C(\C)O	7	i	-0.5	-1	-1	-6	3	-7	-2
CN(C)CCNC(=O)c1cccc(-c2cnc3c(NC=O)cc(-c4ccc(C(=O)N5CCOCC5)cc4)cn23)c1	-5	i	-0.9	-9	-4	15	6	1	0
CCn1nc(C(C)C(=O)O)c2ccccc2c1=O (configuration not stated)	-3	i	-1.1	0	1	11	-6	-7	-6
CC1CN(C(=O)Cc2ccc(-c3ccccc3)cc2)CC(C)O1 (configuration not stated)	-1	i	-0.9	1	0	4	1	6	-1
COCCNc1nc2cc(-c3ccc(C)cc3)sc2c(=O)n1C	-4	i	0.1	-4	2	5	7	1	-2

5 consecutive entries from above, for reference:
SMILES	FAS-TE inh	Rpn11 block	MsrA inh	Rin1-Abl PPI inh	CSN inh	PABP1 MLLE inh	MT1-MMP act inh	E coli Lon inh	MsrA act
C[C@]12CC[C@@H]3c4ccc(O)cc4CC[C@H]3[C@@H]1CCC2=O	2	i	2.3	2	1	-3	9	6	-7
Cc1c(CN(C)C(=O)/C=C/c2ccc([N+](=O)[O-])cc2)cnn1C	1	i	2.1	-2	0	8	5	34	-5
NCC(=O)c1cccc2ccc[n+]([O-])c12	-5	i	-0.1	-2	-1	5	-1	5	-4
COc1ccc(OC)c(NC(=O)CCN2CCN(CCO)CC2)c1	-5	i	0.8	-1	0	6	-2	5	-2
O=C(/C=C/c1ccc(Cl)cc1)NC(=S)Nc1ccc(NC(=O)c2ccco2)cc1	-4	i	-0.4	1	-1	30	-13	1	-8
